Screening results from PubChem BioAssay.
Cy5 interf NS3h: Cy5 fluorescence quenchers or enhancers, artefact control for HCV NS3 helicase inhibitor project, biochemical, ChemBridge library, Cy5 readout. fluorescence interference ratio at 100 µM. 6% of 16,000 active. AID 720488, 2013. Cy5-dT15 DNA with NS3h, fluorescence interference; actives lie on both sides; signal over control mean, under 1 quenches;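 active = compound fluorescence over control fluorescence at most 0.8, a quencher, or at least a set upper limit, an enhancer; inactive = ratio between 0.8 and the set upper limit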
NS3h inh CB: HCV NS3 helicase inhibitors, primary screen, biochemical, fluorescence polarization, ChemBridge library | Hepatitis C virus NS3 helicase | NS3h Cy5-dT15 DNA binding | inhibition, % at 100 µM | 1.6% of 16,000 active | AID 687043, 2013;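 active = inhibition above the average over every tested compound plus 3 SD, cut at about 40% in these data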
Active calls of the source: *. Rows are unselected; about 7.1% have a hit in one of these screens.

The first 3 entries, ahead of the listing:
Cy5 interf NS3h	NS3h inh CB	molecule
1.05	-2.9	O=C(Oc1ccccc1C(=S)N1CCOCC1)c1ccc(Br)cc1
1.02	11.9	Cc1ccc(OCC(=O)N2CCN(c3ccc([N+](=O)[O-])cc3)CC2)cc1
0.986	-0.6	COc1cc(N(C)C)c([N+](=O)[O-])cc1C(=O)N1CCCC(O)C1 (centres undefined)

The list itself, from the first entry:
Cy5 interf NS3h	NS3h inh CB	molecule
1.05	-2.9	O=C(Oc1ccccc1C(=S)N1CCOCC1)c1ccc(Br)cc1
1.02	11.9	Cc1ccc(OCC(=O)N2CCN(c3ccc([N+](=O)[O-])cc3)CC2)cc1
0.986	-0.6	COc1cc(N(C)C)c([N+](=O)[O-])cc1C(=O)N1CCCC(O)C1 (centres undefined)
0.918	-30.1	Cc1ccc(Cl)cc1NC(=O)CSc1nnc(SCC(=O)Nc2cc(Cl)ccc2C)s1
1.05	4.7	N#CN=C1CCCN1C(=O)c1ccccc1
0.969	6.6	COC(=O)c1ccccc1NC(=O)c1ccc(-c2ccccc2)cc1
0.96	0.0	Cc1ccc2occ(C(=O)c3ccco3)c(=O)c2c1
0.917	4.2	O=C(CCC(NC(=O)c1ccccc1)C(=O)NCCCO)OCc1ccccc1 (centres undefined)
0.964	-2.8	Cc1ccc(C(=O)/C=C/c2cn(-c3ccccc3)nc2-c2ccccc2)cc1
1.05	8.2	CS(=O)(=O)N(CC(=O)Nc1cccc2ccccc12)c1ccc(Oc2ccccc2)cc1
1.04	10.0	CCOc1ccc(N(CC(=O)N2CCCC2)S(=O)(=O)c2ccc(SC)cc2)cc1
1.05	5.3	COCCCNC(=O)CN(c1cc(OC)ccc1OC)S(C)(=O)=O
1.02	11.9	COc1ccc(NC(=O)c2ccc(CN(c3ccccc3)S(C)(=O)=O)cc2)cc1OC
0.506*	-19.9	COc1cc(/C=C2\NC(=S)NC2=O)c([N+](=O)[O-])cc1OC
0.96	12.1	COc1ccc2oc(=O)c(C(=O)NCc3ccccc3)cc2c1
0.997	9.2	COc1ccc(NC(=O)c2ccc(NC(=O)C(C)(C)C)cc2)cc1
1.09	5.4	O=C(NCc1ccc2c(c1)OCO2)C(=O)Nc1ccccc1
0.972	20.9	COCCOC(=O)c1c(C)oc2ccc(NS(=O)(=O)c3ccc(C)cc3)cc12
1.01	5.3	COc1cc(C(O)c2nccn2C)cc(OC)c1OC (centres undefined)
1.09	-3.0	Cc1ccc(C(=O)/C=C/c2ccc(OCc3ccccc3)cc2)cc1
0.995	15.6	Cc1c(CCNC(=O)NS(=O)(=O)c2ccccc2Cl)c2ccccc2n1Cc1ccccc1
0.876	4.3	O=C(NCc1ccncc1)c1ccc(I)cc1
1.01	2.3	CCc1ccccc1NC(=O)CN(c1ccc(C)cc1)S(C)(=O)=O
0.84	12.0	Cc1oc2ccc(OCC(=O)c3ccccc3)cc2c1C(=O)OC(C)C
1.04	10.4	O=C(O/N=C\c1ccc([N+](=O)[O-])o1)c1ccccc1Br
1.02	6.8	CCOC(=O)c1ccc2nc(C)c(CC)c(Cl)c2c1
1.01	14.8	CCOc1ccc(NC(=O)c2cncc(Br)c2)cc1
1.03	10.6	CCOC(=O)Oc1ccc2c(-c3ccccc3)cc(=O)oc2c1
0.883	5.1	O=C(O)Cc1nonc1NCn1nnc2ccccc21
1.01	2.6	CCOC(=O)c1ccc(NC(=O)c2cc(OCC)cc(OCC)c2)cc1
1.08	4.3	O=C1CSC(=S)N1N1C(=O)C2C3C=CC(C3)C2C1=O (centres undefined)
1.08	-5.4	Cc1ccc(NC(=O)Cc2nnc(NC(=O)Nc3cccc(Cl)c3)s2)cc1
0.974	-14.1	COc1ccc(S(=O)(=O)Nc2ccc(C)cn2)cc1
1.03	4.0	COc1ccccc1/C=c1/sc2nc3c(Br)c(C)c(C)cc3n2c1=O
0.935	9.0	COC(=O)c1ccccc1NC(=O)CN(c1cccc(OC)c1)S(=O)(=O)c1ccccc1
1.04	0.4	COc1cc(/C=C2/SC(=S)N(CCc3ccc(OC)c(OC)c3)C2=O)ccc1O
1.02	8.8	Cc1ccc(/C=N\N=C/c2ccc(C)cc2)cc1
1.04	15.6	COc1ccc(C(=O)Nc2ccccc2)cc1NC(C)=O
1.01	-1.8	Cc1nn(CC(=O)N2CCCC2)c(C)c1[N+](=O)[O-]
0.905	3.8	COc1cc(NC(=O)c2cnn3c2NC(c2ccco2)CC3C(F)(F)F)c(OC)cc1Cl (centres undefined)
1.02	12.7	CC(C)(C)NC(=O)c1cnn2c1NC(c1ccc(F)cc1)CC2C(F)(F)F (centres undefined)
1.07	0.4	CCOC(=O)c1c(-c2ccccc2)csc1NC(=O)c1ccccc1I
1.05	-1.6	O=C(Nc1nnc(SCc2ccccc2)s1)c1cccc2ccccc12
1.09	5.8	Cc1ccc(C(=O)Nc2nc3ccccc3n2C)cc1
0.989	4.6	Clc1ccc(CSc2ncn[nH]2)cc1
0.98	2.3	O=[N+]([O-])c1cc(-n2ncnc2-c2ccc3c(c2)OCO3)ccc1F
1.04	1.3	O=C(Nc1cccc2nsnc12)c1cccc(Br)c1
0.936	-6.9	COc1ccc(CN2CCN(C(=O)c3ccc(F)cc3)CC2)c(OC)c1OC
1.05	11.7	COc1ccc(/C=N\NC(=O)/C(=C\c2ccc3c(c2)OCO3)NC(=O)c2ccccc2)cc1O
0.868	4.1	CC(=O)Oc1ccc(-c2cccc(C(=O)NCCO)c2)cc1

Individual results from the results shown:
NS3h inh CB result of CCOC(=O)c1c(-c2ccccc2)csc1NC(=O)c1ccccc1I is entered as 0.4
Cy5 interf NS3h result of COc1ccc(S(=O)(=O)Nc2ccc(C)cn2)cc1 is entered as 0.974
NS3h inh CB result of CS(=O)(=O)N(CC(=O)Nc1cccc2ccccc12)c1ccc(Oc2ccccc2)cc1 is entered as 8.2
Cy5 interf NS3h result of COCCCNC(=O)CN(c1cc(OC)ccc1OC)S(C)(=O)=O is entered as 1.05
NS3h inh CB result of COc1ccc(CN2CCN(C(=O)c3ccc(F)cc3)CC2)c(OC)c1OC is entered as -6.9
Cy5 interf NS3h result of COc1ccccc1/C=c1/sc2nc3c(Br)c(C)c(C)cc3n2c1=O is entered as 1.03

The main list resumes with the 2 entries that preceded the break.
Cy5 interf NS3h	NS3h inh CB	molecule
1.05	11.7	COc1ccc(/C=N\NC(=O)/C(=C\c2ccc3c(c2)OCO3)NC(=O)c2ccccc2)cc1O
0.868	4.1	CC(=O)Oc1ccc(-c2cccc(C(=O)NCCO)c2)cc1
0.857	-1.7	CC1=C(C(=O)Nc2ccc(C)c(Cl)c2)C(c2ccc(F)cc2)NC(=O)N1 (centres undefined)
1.07	0.0	CCS(=O)(=O)c1nnnn1-c1ccccc1
1.12	13.6	CC(C)c1ccc(NC(=O)CC2SC(N)=NC2=O)cc1 (centres undefined)
1.08	17.1	O=C(Sc1nc2ccccc2[nH]1)c1ccccc1
0.858	-0.6	Cc1ccc(S(=O)(=O)N(Cc2ccccc2)c2ccccc2C(=O)N2CCOCC2)cc1
0.955	13.6	COc1ccc(C(=O)Oc2cccc(C(=S)N3CCOCC3)c2)cc1
0.753*	4.8	CC1=NN(C(=O)c2ccc(Br)cc2)C(O)(c2ccccc2)C1 (centres undefined)
0.961	2.5	COc1cc(C2c3c(-c4ccccc4)n[nH]c3C(=O)N2c2ccccc2)ccc1O (centres undefined)
0.976	12.7	CCN(CC)c1ccc(C(=O)Nc2nccs2)cc1
0.961	7.3	O=C(Nc1cccc(Cl)c1)N(c1ccccn1)c1ccccn1
1.08	-9.1	CCOc1ccc(-c2cc(C)n3nc(C(=O)Nc4cc(OC)c(Cl)cc4OC)cc3n2)cc1
1.03	-1.8	O=C1CC(c2cc(Br)ccc2F)c2ccc3ccccc3c2N1 (centres undefined)
1.08	3.3	CC(=O)Oc1cccc(N2C(=O)C3C4C=CC(C4)C3C2=O)c1 (centres undefined)
0.954	-6.2	CC1=C(C(=O)Nc2ccccc2C)C(c2ccccc2Br)NC(=S)N1 (centres undefined)
1.03	18.6	O=C(Nc1ccc(Cl)c(Cl)c1)Nc1nnc(-c2ccc(Br)cc2)s1
1.08	9.1	N/C(=N/OC(=O)c1cccc(Br)c1)c1ccccn1
0.98	15.4	Cc1onc(-c2ccccc2)c1C(=O)N1CCN(c2c(Cl)cccc2[N+](=O)[O-])CC1
0.917	-5.0	COc1ccc(CNS(=O)(=O)c2ccc(Cl)cc2)cc1
0.807	5.0	O=C(Nc1ccc(Cl)cc1)Nc1ccc([N+](=O)[O-])cc1Br
1.05	1.2	CC1=C(C(=O)c2ccccc2)C(c2ccccc2)NC(=O)N1 (centres undefined)
0.992	7.8	O=C(CSCC(=O)Nc1ccccc1[N+](=O)[O-])Nc1ccc2ccccc2c1
0.952	2.3	O=C(Nc1ccccc1C(=O)NC(Cc1ccccc1)C(=O)O)c1ccccc1 (centres undefined)
0.871	14.6	CCOC(=O)c1c(C)oc2ccc(OC(=O)c3cccc([N+](=O)[O-])c3)cc12
0.961	24.1	Cc1ccc(C(=O)N/C(=C\c2cccc([N+](=O)[O-])c2)C(=O)N2CCOCC2)cc1
0.865	7.6	COc1cc(/C=N\N2C(=O)C3C4C=CC(C4)C3C2=O)cc(I)c1OC (centres undefined)
1.02	0.0	Cc1oc2ccc(O)c(CN(C)C)c2c1C(C)O (centres undefined)
1.07	4.3	O=c1[nH][nH]c(=O)c2cc(N3CCCC3)ccc12
1.09	10.9	COC(=O)c1ccc(CSc2nc3ccccc3s2)cc1
1	6.6	CNc1nc(Nc2ccccc2C(=O)c2ccccc2)nc(OC(C(F)(F)F)C(F)(F)F)n1
0.97	13.5	COc1ccc(C)cc1NC(=O)C(=O)NCCc1ccc(OC)c(OC)c1
1.01	16.4	COc1ccc(CCNS(=O)(=O)c2ccc3ccccc3c2)cc1
0.891	12.3	CCOc1ccc(N(CC(=O)Nc2ccc(OC)c(OC)c2)S(=O)(=O)c2ccc(SC)cc2)cc1
1.09	-3.9	COc1ccc(CN2CCN(Cc3cccc(Br)c3)CC2)cc1OC
0.956	10.6	COCCCNC(=O)C(=O)NCCc1ccc(OC)c(OC)c1
0.978	3.1	O=[N+]([O-])c1cccc(-c2cn(-c3ccccc3)c3[n+]2CCCS3)c1
0.981	4.7	O=C(Nc1ccccc1C(=O)O)c1ccc2c(c1)C(=O)N(c1ccc(Br)cc1)C2=O
1.02	6.7	N/C(=N/OC(=O)c1ccc(F)cc1)c1ccc(Cl)cc1
1.05	1.6	COc1ccccc1OCCOc1ccc(/C=C2/SC(=S)N(C)C2=O)cc1
0.899	1.3	Cc1ccc(C2=NN3C(C2)c2ccccc2OC3c2ccc(O)cc2)cc1 (centres undefined)
0.891	17.3	COc1ccc(OC)c(NC(=O)c2ccc(I)cc2)c1
1.02	-3.8	CN1CCN(S(=O)(=O)c2ccc(N3C(=O)c4ccccc4C3=O)cc2)CC1
1.05	4.5	O=C(Nc1ccc(S(=O)(=O)Nc2ncccn2)cc1)C1COc2ccccc2O1 (centres undefined)
1.1	4.5	O=C(c1ccccc1)N1CCCC2CCCCC21 (centres undefined)
1.03	4.2	O=C(O)c1ccccc1C(=O)c1ccc(Cl)c(N2C(=O)c3ccccc3C2=O)c1
0.969	1.8	Cc1cccc(C)c1NC(=O)CSc1nc2ccccc2[nH]1
0.993	18.1	O=C(NCCOc1ccccc1F)c1cccc2ccccc12
1.05	-0.9	O=C1C2C3C=CC(O3)C2C(=O)N1Cc1ccccc1 (centres undefined)
0.861	48.5*	O=C1NC(=O)C(=Cc2cc(Br)ccc2OCc2cccc3ccccc23)C(=O)N1
1	3.5	COc1ccc(-c2cc(C)c3c(ccc4ccccc43)n2)cc1
1.07	0.3	CCCCN=C1CC(C)(C)C(C(=O)OC)C(O)=C1C(=O)CCC (centres undefined)

Sorted by the number under NS3h inh CB (falling): four from the list above.
smiles	NS3h inh CB
O=C1NC(=O)C(=Cc2cc(Br)ccc2OCc2cccc3ccccc23)C(=O)N1	48.5*
O=C(NCCOc1ccccc1F)c1cccc2ccccc12	18.1
Cc1cccc(C)c1NC(=O)CSc1nc2ccccc2[nH]1	1.8
CCCCN=C1CC(C)(C)C(C(=O)OC)C(O)=C1C(=O)CCC (centres undefined)	0.3

New compounds follow
Cy5 interf NS3h	NS3h inh CB	molecule
1.02	36.3	Cc1cc(/C=C2/SC(=S)N(CC(=O)O)C2=O)c(C)n1-c1ccc([N+](=O)[O-])cc1
1.02	1.8	CC(Oc1ccccc1)C(=O)Nc1cc(Cl)cc(Cl)c1 (centres undefined)
0.96	13.3	COc1ccc(CCn2c(O)c(C=C3C=c4ccccc4=NC3=O)sc2=S)cc1OC
0.975	8.8	O=[N+]([O-])c1ccc(N2CCN(S(=O)(=O)c3ccc(Cl)cc3)CC2)c(C(F)(F)F)c1
1.01	7.0	COc1ccc(C2C(=C(O)c3ccc(C)cc3)C(=O)C(=O)N2c2nncs2)cc1 (centres undefined)
1.06	12.5	COc1ccc(NC(=NCCc2ccccc2)SC2CC(=O)N(c3ccc(F)cc3)C2=O)cc1 (centres undefined)
0.992	14.8	COC(=O)c1ccc(/C=C2\C(=O)NC(=S)N(c3ccc(Br)cc3C)C2=O)cc1
1.16	1.8	COc1ccc(OC)c(N(CC(=O)NCC(C)C)S(C)(=O)=O)c1
